NadD inh = inhibitors of Staphylococcus aureus NadD; AID 602399; purified NadD enzyme, colorimetric absorbance read-out; 0.78% of 360,000 active; inhibition, % at 20 µM; in the data active = inhibition above about 26%; also: some compounds past the cut are filed as inactive
SKN-1 block = blocks SKN-1 activity in C. elegans | C. elegans VP596 Pgst-4::GFP/RFP ratio, acrylamide-induced, 24 h | inhibition, % at 21.8 µM | 0.49% of 360,000 active;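 active = interference check ratio from 0.5 to 1.5 plus GFP to RFP signal ratio inhibition reaching or exceeding a fixed threshold, cut at about 30% in these data, passing the limit was not always enough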; also: some compounds called inactive have numbers as strong as hits
Rin1 Abl inh = inhibitors of human Rin1-Abl protein interaction; 0.4% of 360,000 active; inhibition, % at 7.35 µM; AID 588664; TR-FRET Rin1/Abl binding, biochemical; P00519+Q13671; in the data active = inhibition above about 5%, passing the limit was not always enough
Neddylation inh = blocks human cullin neddylation; 0.58% of 360,000 active; calls only at 25 µM; AID 651699; TR-FRET cullin neddylation, biochemical; in the data active = inhibition above about 36%
CSN inh = CSN deneddylation inhibition. Q92905. Purified CSN, SCF-Nedd8-OG deneddylation, fluorescence polarization. inhibition, % at 12.5 µM. 0.38% of 360,000 active. AID 651999;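 active = pattern-corrected inhibition above about 35%, with an unprinted fluorescence ratio check between 0.5 and 1.5, limit read from the data, passing the limit was not always enough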;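 also: 0% = enzyme with substrate and 100% = substrate without enzyme; some results filed as inactive read as strong as hits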
Target sequence (Q92905 whole entry, looked up, one chain of several): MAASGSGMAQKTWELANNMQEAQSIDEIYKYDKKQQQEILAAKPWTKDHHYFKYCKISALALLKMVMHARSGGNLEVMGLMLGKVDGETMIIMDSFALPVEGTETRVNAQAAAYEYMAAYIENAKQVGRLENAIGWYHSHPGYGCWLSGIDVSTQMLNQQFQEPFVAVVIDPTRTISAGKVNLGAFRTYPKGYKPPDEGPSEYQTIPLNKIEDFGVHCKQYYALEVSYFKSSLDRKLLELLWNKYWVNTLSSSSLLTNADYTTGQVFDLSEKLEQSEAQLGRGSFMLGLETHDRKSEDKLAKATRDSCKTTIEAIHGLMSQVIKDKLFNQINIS
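Assay system: HEK293T-derived human Csn5 enzyme; quantity: 0.24 nM enzyme; medium: Tris/NaCl/DTT buffer, pH 7.5; also added: substrate SCFSkp2-Nedd8OG, 10 nM; doses: 12.5 µM compound; schedule: 90 min reaction at room temperature; signal: FP; read-out: % inhibition of substrate cleavage by Csn5; benchmarks: substrate-only high control, full reaction low control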
MLLE-PAM2 inh = inhibitors of microRNA-mediated deadenylation, human PABP1 MLLE binding | P11940 | GST-MLLE / FITC-PAM2 fluorescence polarization | inhibition, % at 20 µM | 0.36% of 360,000 active; in the data active = inhibition above about 35%, passing the limit was not always enough;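 also: plate controls were DMSO wells with GST-MLLE for no effect and wells lacking GST-MLLE protein for full effect; some results filed as inactive read as strong as hits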
MT1-MMP act inh = MT1-MMP (human) activation inhibition; 0.061% of 360,000 active; GFP/RFP ratio change, % at 20 µM; HT1080 RFP-PRO-GFP cells, GFP/RFP ratio fluorescence, overnight; percent of plate control window, DMSO zero; AID 651647; P50281;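 active = GFP/RFP ratio change of at least 30% with cell ATP level not reduced by more than half and red fluorescence within 50% of control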; also: strong numbers were not always called active
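Compound: 20 µM single dose, 1% DMSO / System: HT1080 RFP-PRO-GFP cells / Controls: DMSO and RFP-L50D-GFP cell wells / Read-out basis: GFP/RFP fluorescence ratio / Schedule: overnight compound exposure at 37 °C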
FAS-TE inh = FAS thioesterase (human) inhibition | 0.67% of 360,000 active | P49327 | recombinant FAS-TE, OMFH fluorogenic substrate, fluorescence endpoint | inhibition, % at 15 µM;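 active = compounds whose normalised, plate-corrected inhibition of enzyme fluorescence in the single-dose primary screen is 50% or more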;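 also: 0% = DMSO with enzyme and 100% = substrate without enzyme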
Rpn11 inh = Rpn11 (human) deubiquitinase inhibition; O00487; human 26S proteasome, Ub4-pepOG fluorescence polarization; 20S core pre-blocked with epoxomicin; calls only at 20 µM; 0.59% of 360,000 active; AID 588493;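 active = inhibition at 20 µM, scaled to each plate's controls, above about 33%, limit read from the data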
Target sequence (O00487 whole entry, looked up): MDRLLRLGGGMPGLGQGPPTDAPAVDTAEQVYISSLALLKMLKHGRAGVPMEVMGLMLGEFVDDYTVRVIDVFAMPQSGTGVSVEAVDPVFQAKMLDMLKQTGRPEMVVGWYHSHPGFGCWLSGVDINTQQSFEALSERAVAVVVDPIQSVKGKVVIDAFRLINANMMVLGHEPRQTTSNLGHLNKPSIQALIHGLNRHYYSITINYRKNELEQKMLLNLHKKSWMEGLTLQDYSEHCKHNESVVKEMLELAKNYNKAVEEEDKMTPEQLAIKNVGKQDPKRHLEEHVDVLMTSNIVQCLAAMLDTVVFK
Starred values were filed as active, the others as inactive; i = inactive; / = not tested or not shown; + = active, no number.

Results follow in this order: NadD inh | SKN-1 block | Rin1 Abl inh | Neddylation inh | CSN inh | MLLE-PAM2 inh | MT1-MMP act inh | FAS-TE inh | Rpn11 inh
- CN(C(=O)CSc1nc2cc(C(=O)O)ccc2c(=O)n1Cc1ccccc1)C1CCS(=O)(=O)C1 (stereo not given)
  2 | 4 | 1 | i | 4 | -52 | 3 | -3 | i
- O=C(/C=C/c1cccs1)Nc1ccc(Br)cn1
  -4 | -20 | -2 | i | 11 | -9 | 3 | -7 | i
- COCCNC(=S)N/N=C/c1ccc(-c2ccc([N+](=O)[O-])cc2)o1
  9 | 2 | -2 | i | 9 | -45 | -29 | -17 | /
- COc1cccc(C=Nc2cccc3c(=O)[nH][nH]c(=O)c23)c1O
  2 | -9 | 1 | i | 2 | -16 | 3 | -2 | i
- CCCCCC(=O)N=Nc1c(O)[nH]c2ccc([N+](=O)[O-])cc12
  10 | 1 | -2 | i | -1 | -6 | 6 | 10 | i
- CN1CCN(CC(=O)N2c3ccccc3C(C)(c3ccccc3)CC2(C)C)CC1 (stereo not given)
  -12 | -2 | -4 | i | 5 | 1 | -8 | -9 | i
- O=C(O)/C(=C\c1ccc(Cl)c([N+](=O)[O-])c1)c1ccc(S(=O)(=O)N2CCCCC2)s1
  20 | 0 | -3 | i | 12 | -7 | 5 | 46 | i
- Cc1cccc2cc3c(NC(=O)C(C)(C)C)nn(CC(C)C)c3nc12
  -8 | 9 | 1 | / | -2 | 19 | -8 | 17 | i
- CCCCN(C)CCNC(=O)c1cc2c(=O)[nH]c3ccccc3c2n1C
  -11 | 17 | -1 | i | -2 | 2 | 1 | -2 | i
- O=C(Nc1cc(Cl)ccc1Cl)c1ccc(-c2ccccc2)cc1
  1 | 10 | 2 | i | -15 | -8 | -1 | -4 | i
- Cc1cc(C(=O)COC(=O)c2cccc(O)c2)c(C)n1C1CC1
  -5 | -11 | 1 | i | 1 | 12 | 14 | -1 | i
- O=C(c1ccccc1O)N1N=C(c2ccccc2)CC1(O)C(F)(F)F (stereo not given)
  6 | 0 | 4 | i | 3 | -3 | 3 | 6 | i
- CCCCC(CC(O)COCC(C)C)C(=O)NNC(=S)Nc1ccccc1 (stereo not given)
  -1 | 12 | -2 | i | -3 | 0 | 5 | -6 | i
- Cc1cc(OCC(O)CN2CCCC2)cc(C)c1Cl (stereo not given)
  -3 | 0 | -2 | i | -6 | 0 | 0 | -8 | i
- CC(c1ccccc1)C1CC(=O)N(c2ccccc2)C1=O (stereo not given)
  0 | -16 | 2 | i | -2 | 4 | -2 | 0 | i
- O=C1C=CC(=O)N1c1ccc(O)cc1
  -3 | -8 | -2 | i | 4 | 21 | 4 | -5 | i
- COc1ccc(/C=N\NS(=O)(=O)c2ccc(Br)cc2)cc1COc1ccccc1[N+](=O)[O-]
  46* | 10 | -4 | i | 4 | 5 | 4 | 14 | i
- O=C(c1cccc(Br)c1)N1CCCc2ccccc21
  -7 | -2 | -3 | i | 0 | 2 | 0 | 0 | i
- O=C(Nc1cnccn1)c1ccc(F)cc1Cl
  1 | 22 | 0 | i | 0 | 8 | -2 | -4 | i
- O=C(NCCNc1ccnc2cc(Cl)ccc12)c1ccccc1F
  -6 | -12 | -2 | i | 8 | 16 | 2 | -2 | i
- Cn1c(=O)c2cc(NC(=O)CCc3ccc4c(c3)OCO4)ccc2n1Cc1ccc(F)cc1
  -3 | 14 | -3 | i | 1 | 0 | -9 | 2 | i
- CC1CCCN(C(=O)C2CCN(c3nc(-c4ccccc4)nc4c3CCC4)CC2)C1 (stereo not given)
  5 | 11 | 4 | i | 3 | -2 | -3 | 9 | i
- COc1ccccc1N1CCN(C2CCN(C(=O)c3cccs3)CC2)CC1
  10 | -12 | 3 | i | 0 | 8 | 3 | -8 | i
- COc1ccc(/C=C/c2nc(S(=O)(=O)c3ccccc3)c(N(C)C)o2)cc1
  -8 | 7 | 0 | i | -4 | 4 | -8 | 18 | i
- CCC(CC)NC(=O)c1cccc(Br)c1
  -7 | -9 | 2 | i | -8 | -16 | 2 | 2 | i
- COC(=O)COc1ccc2oc(=O)cc(-c3cc4ccccc4o3)c2c1
  -2 | 10 | -4 | i | 0 | 1 | 0 | 25 | i
- CC(=O)N1CCC(c2nc3ccccc3n2C(C)C(=O)NCc2ccccc2)CC1 (stereo not given)
  / | 4 | / | i | 2 | / | -2 | / | /
- CC1CCc2sc3ncnc(N4CCN(C)CC4)c3c2C1 (stereo not given)
  -8 | 16 | -1 | i | 3 | 6 | -9 | -5 | i
- Cc1ccccc1-c1nc(Cc2ccc(Cl)cc2)no1
  6 | -10 | -1 | i | 3 | -4 | -3 | 24 | i
- COc1ccc(N(C(=O)c2cnsn2)C(C(=O)NC2CCCCC2)c2ccncc2)cc1 (stereo not given)
  -3 | -8 | -2 | i | 7 | 3 | 5 | 2 | i
- Cc1ccc(S[C@@H](CCN2CC[C@H](C(C)(C)C)CCC2=O)c2ccccc2)cc1
  10 | -4 | -1 | i | -4 | 4 | -11 | 22 | i
- C[C@H](NC(=O)c1nc[nH]c1C(=O)NCC(=O)OCc1ccccc1)C(=O)OCc1ccccc1
  7 | -5 | 0 | i | -6 | 12 | 0 | 15 | i
- COc1ccc2c(c1)c(C(=O)CN1CCC3(CC1)OCCO3)c(C)n2C
  2 | -15 | 1 | i | -5 | -14 | -2 | -3 | i
- C[C@@H]1CN([C@H](C)CO)S(=O)(=O)c2ccc(Br)cc2O[C@H]1CN(C)C(=O)Cc1ccccn1
  0 | -14 | -3 | i | 2 | 7 | 1 | -5 | i
- CCCCCCCCC(c1nc2cc(C)c(C)cc2[nH]1)n1c(=O)c(-c2ccccc2Br)nc2ccccc21 (stereo not given)
  20 | 13 | 1 | i | 2 | -2 | 8 | 13 | i
- O=C(COC(=O)c1ccc(Cl)cc1)NC(=O)NC1CCCC1
  -6 | -12 | 3 | i | -6 | -1 | 2 | -2 | i
- Cc1c(Br)c([N+](=O)[O-])nn1C(C)C(=O)NCc1cccs1 (stereo not given)
  2 | 6 | 0 | i | -4 | 3 | 0 | 2 | i
- O=C(NCC(F)(F)F)c1ccc(S(=O)(=O)Nc2ccccc2N2CCCC2)cc1
  40* | 28 | -1 | i | 73* | -42 | -10 | -10 | +
- CCCC1=C(C(=O)OCC)C(/C=C/c2ccccc2)n2ncnc2N1 (stereo not given)
  -5 | 8 | -3 | i | 1 | 3 | -14 | 2 | i
- Cc1cccc(OCCC(=O)OCC(=O)N2CCc3ccccc32)c1
  -6 | 9 | 2 | i | 3 | -1 | 2 | 17 | i
- COC(=O)c1ccccc1N(C)S(=O)(=O)c1cc2c3c(c1)CCC(=O)N3CCC2
  -2 | -13 | -3 | i | 1 | -15 | 1 | -15 | i
- Cc1cc(NS(=O)(=O)c2ccc(NC(=O)c3cc4cc(Br)ccc4oc3=O)cc2)no1
  12 | 5 | -3 | i | -3 | -8 | -3 | -4 | i
- CN(C)S(=O)(=O)N1CCN(c2cccc(Cl)c2)CC1
  4 | -17 | -1 | i | -2 | -10 | -9 | -1 | i
- CCOC(=O)[C@H]1[C@H]2COc3ccc(Cl)cc3[C@@H]2N2C(=O)c3ccccc3NC(=O)[C@@]12C
  2 | 12 | 1 | i | -4 | -3 | -1 | 8 | i
- CCc1ccccc1N(CC(=O)NC(C)C)C(=O)CCC(=O)Nc1nccs1
  5 | -8 | 0 | i | 1 | 9 | 1 | -14 | i
- O=C(Nc1cccc([N+](=O)[O-])c1)C1CCN(C(=O)Cc2ccccc2)CC1
  -8 | 2 | 4 | i | 4 | 2 | 0 | 9 | i
- COc1ccc(OCC(=O)NNC(=O)C2CCN(c3ncnc4sc(C)c(C)c34)CC2)cc1
  -5 | 1 | -1 | i | 2 | 4 | -6 | 0 | i
- Cc1oc(C(=O)O)cc1CSCc1ccoc1C(=O)O
  -1 | -2 | 2 | i | 3 | 20 | 1 | -4 | i
- Cc1ccn2cc(CNS(=O)(=O)c3ccc(Cl)s3)nc2c1
  1 | 11 | -2 | i | -3 | -1 | 2 | -1 | i
- O=C(COc1ccc(Cl)cc1)NCCC1=CCCCC1
  5 | 9 | 2 | i | -4 | 4 | 4 | 16 | i
- COc1ccc(OCCC(=O)OCC(=O)Nc2cccc(S(=O)(=O)N3CCOCC3)c2)cc1
  -3 | -3 | 0 | i | 2 | -20 | 4 | 0 | i
- CCOC(=O)CNC(=O)N1CCC(CCOc2ccccc2)(C(=O)OCC)CC1
  0 | -9 | -3 | i | -2 | 11 | 4 | -5 | i
- COc1ccccc1NC(=O)N(C)C[C@H]1Oc2cc(Br)ccc2S(=O)(=O)N([C@H](C)CO)C[C@H]1C
  6 | 27 | -1 | i | 5 | 2 | 0 | 3 | i
- CCC1CCC2(CC1)NC(=O)N(CC(=O)Nc1ccc(OC)c(Cl)c1)C2=O (stereo not given)
  -6 | 4 | 0 | i | 0 | -2 | 3 | -1 | i
- CCOC(=O)c1nc(Nc2cccc(C)c2)c2ccccc2n1
  -4 | 18 | -3 | i | 3 | 4 | -1 | 1 | i
- COc1ccc(CN2CCN(CCCc3ccccc3)C(CCO)C2)c(OC)c1 (stereo not given)
  -5 | 5 | -1 | i | 4 | -7 | 3 | 1 | i
- S=C1NCN(C2CCCCC2)CN1c1ccccc1
  -6 | -6 | -2 | i | 6 | -100 | 0 | -4 | i
- COC(=O)c1ccccc1CON1C(=O)C(C)(C)N(OCc2ccccc2C(=O)OC)C(=O)C1(C)C
  -8 | -30 | -5 | i | -10 | -8 | -9 | 10 | i
- O=C(O)Cn1nc(-c2ccccc2)ccc1=O
  2 | -13 | 0 | i | 0 | 2 | 0 | -5 | i
- CCOC(=O)c1ccc(NC(=O)c2c(N)n(Cc3ccccc3)c(=O)[nH]c2=O)cc1
  7 | 5 | 4 | i | 5 | 0 | -1 | -8 | i

Marked active in NadD inh (from the list above):
SMILES | NadD inh | SKN-1 block | Rin1 Abl inh | Neddylation inh | CSN inh | MLLE-PAM2 inh | MT1-MMP act inh | Rpn11 inh
COc1ccc(/C=N\NS(=O)(=O)c2ccc(Br)cc2)cc1COc1ccccc1[N+](=O)[O-] | 46* | 10 | -4 | i | 4 | 5 | 4 | i
O=C(NCC(F)(F)F)c1ccc(S(=O)(=O)Nc2ccccc2N2CCCC2)cc1 | 40* | 28 | -1 | i | 73* | -42 | -10 | +

The results go on:
Results follow in this order: NadD inh | SKN-1 block | Rin1 Abl inh | Neddylation inh | CSN inh | MLLE-PAM2 inh | MT1-MMP act inh | FAS-TE inh | Rpn11 inh
- CC(C)c1nc2c(c(=O)c3ccccc3n2C)c(=O)n1-c1ccc(F)cc1
  1 | 5 | -1 | i | -6 | 10 | -2 | -2 | i
- CCCCOC(=O)Cn1cnc2ccc(Br)cc2c1=O
  0 | -11 | -1 | i | 1 | -8 | 2 | 27 | i
- c1ccc(OCc2nc3ccccc3s2)cc1
  -6 | 49* | 3 | i | 2 | -8 | 0 | 8 | i
- O=C(NC1CC1)c1ccc(COc2ccc(F)cc2)o1
  -2 | -11 | -1 | i | 2 | 4 | -4 | -5 | i
- O=C(CSc1nc2sc3c(c2c(=O)[nH]1)CCC3)NCCO
  -2 | 6 | -4 | i | -1 | 16 | -1 | -6 | i

Screening data: PubChem, several laboratories
